Casp6 inh – caspase-6 (human) enzyme inhibition. purified caspase-6, Z-VEID-R110 cleavage fluorescence. 350,000 tested, 0.53% active. inhibition, % at 12.5 µM. P55212;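 active = mean inhibition across replicates at least about 35%, with every replicate also reaching that limit, limit read from the data; inconclusive = only one of the two criteria met; inactive = neither criterion met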;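 also: 0% = median of neutral control wells and 100% = no fluorescence left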
RAD52 anneal inh – inhibitors of human RAD52 DNA annealing; inhibition, % at 18.7 µM; recombinant RAD52 DNA annealing, FRET fluorescence; 360,000 tested, 0.46% active;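 active = every replicate showing at least 50% inhibition; inconclusive = mean inhibition at least 50% but not in every replicate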
Target sequence (P43351 whole entry, looked up): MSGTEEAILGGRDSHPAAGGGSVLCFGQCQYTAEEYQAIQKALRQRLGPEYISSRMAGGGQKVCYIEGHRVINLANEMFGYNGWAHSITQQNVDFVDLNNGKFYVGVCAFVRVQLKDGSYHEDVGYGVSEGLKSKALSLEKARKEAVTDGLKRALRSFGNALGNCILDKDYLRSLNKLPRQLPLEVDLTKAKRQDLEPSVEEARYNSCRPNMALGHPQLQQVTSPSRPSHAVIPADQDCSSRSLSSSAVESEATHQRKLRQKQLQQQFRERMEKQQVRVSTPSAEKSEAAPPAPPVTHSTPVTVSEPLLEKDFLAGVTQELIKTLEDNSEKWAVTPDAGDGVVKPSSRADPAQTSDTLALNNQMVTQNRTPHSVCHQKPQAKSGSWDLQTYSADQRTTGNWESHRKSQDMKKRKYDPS
ERp5 block – ERp5 (human) disulfide isomerase inhibition | ERp5 insulin aggregation, absorbance 650 nm, 90 min | inhibition, % at 9.99 µM | 350,000 tested, 0.05% active;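 active = mean replicate inhibition above about 25%, with every replicate also reaching it, limit read from the data, passing the limit was not always enough; inconclusive = only one of those two criteria met; inactive = neither criterion met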
E-selectin induc – induces E-selectin expression in human endothelial cells; P16581; HUVEC E-selectin immunofluorescence imaging; normalized: neutral wells 0, TNF-alpha wells 100; activation, % at 7.58 µM; 260,000 tested, 0.37% active; AID 686992;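 active = mean E-selectin-positive cell signal at least 10% of the positive control, reached in at least 60% of replicates, without over 20% cell loss; inconclusive = no rule given, readout overlaps actives, possibly toxicity-flagged; inactive = the rest, including those meeting only one limit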;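 also: in these data hits start at about 27%; measured in HUVEC primary endothelial cells; signal is the percent of cells scored E-selectin positive by PE staining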
Target sequence (P16581 whole entry, looked up): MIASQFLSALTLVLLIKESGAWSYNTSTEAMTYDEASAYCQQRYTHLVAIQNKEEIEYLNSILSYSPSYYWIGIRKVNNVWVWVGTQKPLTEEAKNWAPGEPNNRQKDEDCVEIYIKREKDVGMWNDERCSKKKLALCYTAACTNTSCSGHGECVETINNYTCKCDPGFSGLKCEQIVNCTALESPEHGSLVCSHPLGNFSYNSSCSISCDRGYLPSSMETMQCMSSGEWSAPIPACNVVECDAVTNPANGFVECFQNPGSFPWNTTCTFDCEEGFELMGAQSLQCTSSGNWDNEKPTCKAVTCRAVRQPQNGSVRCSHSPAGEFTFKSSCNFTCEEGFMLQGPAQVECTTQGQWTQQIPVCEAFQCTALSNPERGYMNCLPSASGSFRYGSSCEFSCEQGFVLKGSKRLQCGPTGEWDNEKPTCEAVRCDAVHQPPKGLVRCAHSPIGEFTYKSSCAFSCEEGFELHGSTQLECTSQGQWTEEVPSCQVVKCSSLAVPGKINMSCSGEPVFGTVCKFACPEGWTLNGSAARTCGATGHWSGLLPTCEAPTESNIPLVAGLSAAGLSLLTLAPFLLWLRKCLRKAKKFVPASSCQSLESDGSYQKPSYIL
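Test system – human umbilical vein endothelial cells (HUVEC), E-selectin induction · Input – 3,000 HUVEC seeded per well · Buffer or medium – EGM-2, gelatin · Compound dosing – single-point compound dose · Detection – immunofluorescence imaging · Measure – percent E-selectin-positive cells · Controls – TNF-alpha high, DMSO low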
esBAF inh – inhibitors of esBAF chromatin remodeling in mouse ES cells | AID 602393 | Bmi1-luciferase knock-in reporter, 24 h; 100% = twice the neutral-well signal | 350,000 tested, 2% active | reporter increase, % at 12.5 µM; in the data active = activation above about 40%; inconclusive = no clear call, values can overlap the other calls;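 also: 0% = median of the plate's neutral control wells and 100% = double that signal; a rise in the Bmi1 reporter signal indicates esBAF inhibition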
RAD54 branch – RAD54 (human) branch migration inhibition; Q92698; RAD54 Holliday junction branch migration, FAM/BHQ fluorescence; inhibition, % at 10.4 µM; 360,000 tested, 0.14% active; AID 602329;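 active = mean normalized replicate activity at least 40 and at least half of replicates scoring 40 or more; inconclusive = only one of the two criteria met; inactive = mean below 40 and under half of replicates reaching 40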;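 also: 0% = median of neutral control wells and 100% = median of positive control wells; inhibitors cause a drop in the FAM fluorescence signal; in these data hits start at about 50%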
ARNT TACC3 PPI – ARNT/TACC3 interaction disruption | 390,000 tested, 0.66% active | AID 623870 | AlphaScreen His-ARNT PAS-B/GST-TACC3 binding, luminescence; TACC3 fragment carries E629A point mutation | inhibition, % at 9.99 µM | Q9Y6A5;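 active = mean inhibition of replicates at least 50% and at least half of replicates each reaching 50%; inconclusive = half or more replicates reach 50% but mean below 50%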;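 also: 0% = complete ARNT plus TACC3 wells and 100% = ARNT alone without TACC3; many hits fall short of the cut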
PglD inh – PglD (C. jejuni) enzyme inhibition | 360,000 tested, 0.098% active | purified PglD enzyme, DTNB colorimetric CoA detection | inhibition, % at 12.5 µM; in the data active = inhibition above about 16%, passing the limit was not always enough; inconclusive = no clear call, values can overlap the other calls; also: strong numbers were not always called active
The depositor's hits bear a star; ? = inconclusive; / = not tested or not shown. Rows are unselected; 3.2% or so of the library scored in one or more.

# | Molecule | E-selectin induc | ERp5 block | PglD inh | esBAF inh | RAD54 branch | RAD52 anneal inh | ARNT TACC3 PPI | Casp6 inh
1 | CO[C@H]1CN(C)C(=O)c2ccc(NC(=O)Nc3ccc(Cl)cc3)cc2OC[C@H](C)N(C(=O)Nc2c(C)noc2C)C[C@H]1C | -0.4 | 3 | 1 | 5 | -14 | -15 | 6 | 1
2 | CNC[C@H]1Oc2c(NC(=O)c3ccc(-c4nccs4)cc3)cccc2C(=O)N([C@H](C)CO)C[C@@H]1C | 0.2 | 5 | 1 | 3 | 5 | 11 | -4 | -2
3 | COc1ccc(S(=O)(=O)N2CCCCCC2)cc1C(=O)OC(C)C(N)=O (stereo unspecified) | / | -2 | -6 | -1 | 2 | 4 | -3 | -1
4 | C=CCNc1nc(-c2ccc(OC)cc2OC)cs1 | / | / | 3 | 55* | -7 | / | 3 | /
5 | CC1C/C(=N/NC(=O)c2ccc(CSc3nc4ccccc4[nH]3)cc2)CC(C)(C)C1 (stereo unspecified) | -0.8 | 3 | -6 | 7 | -5 | -11 | 3 | 0
6 | COc1ccccc1-c1cnc2c(c1)C(=O)N([C@@H](C)CO)C[C@H](C)[C@@H](CN(C)Cc1cncnc1)O2 | -0.1 | -7 | 2 | -17 | 7 | 10 | -3 | -6
7 | Cc1ccc(-c2nc(CN(CC3CCC3)CC3CCCO3)c(C)o2)s1 (stereo unspecified) | / | 1 | -2 | -6 | 1 | -17 | 6 | -1
8 | C[C@@H]1CN([C@@H](C)CO)C(=O)c2cc(NC(=O)Nc3ccc(C(F)(F)F)cc3)ccc2O[C@@H]1CN(C)C(=O)Nc1ccc(F)cc1 | -0.3 | 7 | -1 | -5 | -3 | -15 | -6 | -2
9 | CCC(=O)N1[C@H](CO)[C@H]2c3ccccc3N(S(=O)(=O)c3ccccc3)C[C@H]21 | 1.7 | -1 | -3 | 1 | -14 | 1 | 0 | 0
10 | COc1ccc(CC(C(=O)Nc2cc(C)ccc2C)/C(N)=N/O)cc1 (stereo unspecified) | / | / | 0 | 9 | 11 | / | -3 | /
11 | CCc1nc2sc(C)c(C)c2c(=O)n1CCO | / | / | -3 | -6 | -6 | / | -6 | /
12 | CSc1nnc(Cc2sc(-c3ccccc3)nc2-c2ccccc2)o1 | / | / | 4 | 8 | 1 | / | -2 | /
13 | CCC(=O)Nc1ccc2c(c1)C(=O)N(C)C[C@H](OC)[C@H](C)CN(Cc1ccccc1)[C@H](C)CO2 | 0.3 | -13 | -1 | -6 | 2 | -3 | -9 | 1
14 | C/C=C/c1ccc([C@H]2[C@@H](CO)N(C(C)=O)[C@@H]2CN(CCOC)C(C)=O)cc1 | -0.1 | 1 | / | / | / | -2 | / | -3
15 | COc1ccc(C(=O)Nc2ccc3c(c2)C(=O)N(C)C[C@H](OC)[C@H](C)CN(C(C)=O)[C@H](C)CO3)cc1 | -0.1 | 1 | 1 | -2 | 0 | -4 | -3 | /

Printed as active in esBAF inh (from the list above):
No.	SMILES	ERp5 block	PglD inh	esBAF inh	RAD52 anneal inh	ARNT TACC3 PPI	Casp6 inh
4	C=CCNc1nc(-c2ccc(OC)cc2OC)cs1	/	3	55*	/	3	/

Next results.
# | Molecule | E-selectin induc | ERp5 block | PglD inh | esBAF inh | RAD54 branch | RAD52 anneal inh | ARNT TACC3 PPI | Casp6 inh
16 | O=[N+]([O-])c1ccc(N2CCCC2)cc1NC1CC1 | / | 3 | -3 | -2 | -3 | -5 | 1 | -1
17 | COc1cccc(NC(=O)CNC(=O)N2CC(=O)Nc3ccccc32)c1 | / | 5 | 6 | 44* | -2 | -7 | / | -3
18 | O=S1(=O)C=C(SCCN2CCCC2)c2ccccc21 | / | / | -5 | 6 | -12 | / | -4 | /
19 | Cc1cc(C)c2c(n1)sc1c(=O)[nH]c(SCc3ccccc3)nc12 | / | / | 2 | 2 | -5 | / | -2 | /
20 | CC1CCCN(CC(=O)Nc2cc(S(=O)(=O)N3CCOCC3)ccc2N2CCCC2)C1 (stereo unspecified) | / | -13 | 3 | 3 | -7 | -10 | 8 | 1
21 | COc1ccc(CCNC(=O)Cn2c(=O)oc3cc(Cl)ccc32)cc1OC | 4.1 | -36 | -2 | 4 | -9 | -5 | -4 | 2
22 | CCCN1CCN(CCCNC(=O)C2CCN(c3nnc(-n4cccc4)s3)CC2)CC1 | / | / | -5 | -7 | -6 | / | 0 | /
23 | C[C@H](CO)N1C[C@H](C)[C@@H](CN(C)Cc2ccc(Oc3ccccc3)cc2)Oc2ccc(NC(=O)CCN3CCOCC3)cc2CC1=O | -1.5 | -4 | 2 | 2 | -2 | 38 | 10 | -7
24 | COc1ccc(C)cc1NC(=O)c1sc2ncn(CC(=O)N3CCCCC3)c(=O)c2c1C | / | 0 | -5 | 5 | -8 | -13 | 1 | 2
25 | O=C(Oc1ccccc1N1CCOCC1)c1sccc1Br | -0.2 | 2 | / | 3 | / | -13 | -6 | 4
26 | CS(=O)(=O)N(CCc1ccccc1)CC(=O)N1CCN(c2ccccc2F)CC1 | / | / | 1 | 6 | -5 | / | 15 | /
27 | COc1cc(NC(=S)NC(=O)c2ccc(F)cc2)ccc1NC(=O)c1ccco1 | 0.1 | / | -4 | / | -3 | / | 1 | /
28 | Cc1nc(Nc2cccc(F)c2)c2oc3ccccc3c2n1 | -0.1 | 3 | 1 | 19 | -1 | -4 | -4 | 3
29 | CN(C)S(=O)(=O)c1cccc(NC(=O)C2Cc3ccccc3CN2C(=O)c2ccco2)c1 (stereo unspecified) | / | -1 | -3 | 44* | 0 | -66 | / | 1
30 | CCN(CC(=O)Nc1c(F)cccc1F)C(=O)Cc1csc(-c2ccc(OC)c(OC)c2)n1 | -0.2 | -3 | 2 | -10 | 15 | 11 | 1 | -134
31 | COc1ccc(Br)c(C(=O)Nc2cccc(S(=O)(=O)N3CCOCC3)c2)c1 | 1.9 | -2 | -6 | -4 | 5 | -9 | 1 | -1
32 | O=S(=O)(NCCCc1ccccc1)c1ccc(Cl)cc1 | / | -5 | 0 | / | -1 | 1 | -8 | 1
33 | COc1ccc(C2C([N+](=O)[O-])=C(C)N(C)C(=O)N2C)cc1OC (stereo unspecified) | / | -11 | / | / | / | -8 | -1 | -1
34 | CN(C(=O)c1ccno1)c1nnc(-c2cccnc2)s1 | / | 2 | 1 | 6 | -3 | -7 | 0 | 4
35 | O=C(CSc1ncn[nH]1)N/N=C/c1ccc(F)cc1 | / | 1 | 3 | 0 | -3 | -12 | / | 2
36 | Cc1ccc(-c2csc(C3=C(O)CN(NC(=O)c4ccco4)C3=N)n2)cc1 | 0.0 | -3 | / | / | / | 2 | 4 | 5
37 | CCC(Oc1ccc(F)cc1)C(=O)N1CCCCCCC1 (stereo unspecified) | / | 1 | 5 | 3 | -1 | -14 | -8 | -2
38 | OCCNc1nc(Nc2ccccc2C(F)(F)F)nc(N2CCCC2)n1 | 0.0 | -5 | 2 | -5 | 23 | 4 | 4 | -1
39 | Cc1c(C#N)c(NC(=O)CCl)n(Cc2ccc(F)cc2)c1C | 42* | -3 | / | / | / | -13 | -4 | -1
40 | COc1cc2c(cc1NC(=O)c1cncc(Br)c1)oc1ccccc12 | / | / | -1 | 2 | 2 | / | -20 | /
41 | COc1cccc(C(=O)OCC(=O)NC2CCCc3ccccc32)c1O (stereo unspecified) | / | -2 | / | / | / | -4 | -5 | 1
42 | CCN(CC)S(=O)(=O)c1cc(C(=O)OCC(=O)Nc2c(F)cccc2F)ccc1F | / | ? | 5 | / | 8 | -1 | -29 | 4
43 | CN1CCc2c(sc(N)c2C(=O)O)C1 | / | -2 | / | -5 | / | 74* | 21 | -66
44 | O=C1c2ccccc2C(=O)c2c1cccc2N1CCCC1 | 0.8 | 4 | -5 | / | 7 | 8 | 20 | 5
45 | CNC[C@H]1OCCCC[C@H](C)Oc2ccc(NS(=O)(=O)c3ccc(OC)cc3)cc2C(=O)N([C@@H](C)CO)C[C@H]1C | 0.1 | 2 | -1 | 1 | -2 | 4 | -1 | 1
46 | C[C@@H]1CN([C@H](C)CO)C(=O)Cc2cc(NS(=O)(=O)c3ccccc3)ccc2O[C@@H]1CN(C)C(=O)Nc1ccccc1 | -0.2 | 8 | 1 | -1 | 0 | -12 | -14 | -1
47 | O=C(CN1CCOCC1)N[C@@H]1CC[C@@H](CCNS(=O)(=O)c2ccccc2F)O[C@H]1CO | -0.6 | 4 | -2 | 2 | 6 | -12 | -8 | 0
48 | CC(C)NC(=O)N(C)C[C@H]1Oc2ncc(C#CCC3CCCC3)cc2C(=O)N([C@@H](C)CO)C[C@H]1C | -0.2 | 0 | 0 | -2 | 5 | 27 | -33 | -4
49 | O=C(N/N=C/c1c(O)ccc2ccccc12)c1ccc(CO)nc1 | 0.2 | 0 | -8 | -59 | -7 | -64 | 59* | 19
50 | COc1cc(C(=O)NC2CCN(CC(=O)NC3CCCCC3C)CC2)cc(OC)c1OC (stereo unspecified) | 0.1 | 1 | 1 | -3 | 4 | -10 | -5 | 0
51 | CN(C)c1ccc(NC(=O)CSc2nc3ccccc3c(=O)n2C2CCCCC2)cc1 | / | / | -1 | -1 | -7 | / | 4 | /
52 | CCc1nnc(NC(=O)CCS(=O)(=O)c2ccc(C)cc2)s1 | -1.5 | 1 | / | / | / | -14 | -4 | -1
53 | CC12CCC(C(=O)Nc3cccc(Cl)c3Cl)([C@H](Br)C1=O)C2(C)C (stereo partly specified) | -0.5 | 0 | / | -4 | / | -8 | -9 | -1
54 | O=C(Nc1cccnc1)c1ccccc1Cl | 0.0 | 0 | -4 | 15 | -12 | 0 | 7 | -4
55 | O=C(NCCC1=CCCCC1)C1CCN(Cc2cnn(-c3ccccc3)c2-n2cccc2)CC1 | / | / | 0 | -37 | -3 | / | -4 | /
56 | Nc1nncn1C(=O)c1ccc(Cl)cc1Cl | 3.9 | -5 | / | / | / | 3 | -1 | -1
57 | COc1ccc(NC(=O)N2C[C@@H](O)COC[C@H]3O[C@@H](CC(=O)N4CCCCC4)CC[C@@H]32)cc1 | -0.3 | 2 | -4 | -2 | 6 | 10 | 5 | -1
58 | Cc1ccc(N=C2NC(=O)/C(=C/C=C/c3ccco3)S2)cc1 | / | 3 | / | 14 | / | 1 | -9 | 3
59 | CCOC(=O)N1CCN(C(=O)c2c[nH]c3ccc(S(=O)(=O)N(C)c4ccc(OCC)cc4)cc3c2=O)CC1 | / | -19 | -7 | 6 | -5 | -55 | 2 | 1
60 | COCCn1c(SCC(=O)c2c(N)n(C3CC3)c(=O)[nH]c2=O)nnc1-c1cccc(C)c1 | -2.7 | 1 | 1 | -4 | -5 | 1 | 8 | 1
61 | CO[C@H]1CN(C)C(=O)c2ccc(NC(=O)c3ccccc3F)cc2OC[C@@H](C)N(CC2CC2)C[C@H]1C | -0.1 | 6 | -2 | -6 | 4 | -10 | 0 | 3
62 | COc1cc(S(=O)(=O)Nc2ncn[nH]2)ccc1Cl | / | -3 | 1 | -4 | -1 | -11 | -3 | 1
63 | Cn1c(-c2ccccc2)cnc1SCC(=O)NCc1ccco1 | / | -1 | -3 | 2 | -5 | 2 | 3 | -2
64 | O=C(c1cccs1)N1CCN(C23CC4CC(CC(C4)C2)C3)CC1 | / | 3 | 1 | 1 | 1 | -14 | / | 1
65 | CC1(C)CC(NC(=O)c2cc(S(=O)(=O)N3CCOCC3)c(Cl)cc2Cl)CC(C)(C)N1 | 0.2 | -8 | / | / | / | -16 | / | 24

Screens from PubChem.
